# Screening data: PubChem, NMMLSC
# AGP1 TOR yeast: modulators of AGP1-GFP expression in yeast TOR pathway, primary screen, cell-based, multiplex flow cytometry, S. cerevisiae, MLPCN library | AID 2066, 2009 | GFP response vs DMSO, % at 10 µM | actives 0.02% (n = 320,000) | 3 h; GFP as percent of DMSO wells;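 active means GFP response relative to DMSO above a set limit, near screen average plus 3 SD, cut at about 150% in these data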;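 further: median GFP channel fluorescence of the gated AGP1 strain per well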
# GRK2 inh: compounds blocking aptamer binding on GRK2 – biochemical, human GRK2, bead flow cytometry, HTS, primary screen | FAM-aptamer displacement from GRK2 | inhibition of aptamer binding, % at 10 µM | actives 0.59% (n = 330,000) | AID 488847, 2010;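 active means inhibition of aptamer binding above 40%, roughly 3 SD of noise, on plates passing a quality check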;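 further: median bead fluorescence of bound FAM aptamer so fluorescent compounds give negative values; no value below 0 was filed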
# CIT2 TOR yeast: modulators of CIT2-GFP expression in yeast, primary screen, S. cerevisiae, GFP fusion, multiplex flow cytometry, MLPCN library | S. cerevisiae CIT2-GFP strain, 3 h; 100 means same as DMSO wells | GFP response vs DMSO, % at 10 µM | actives 0.065% (n = 320,000);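 active means GFP response relative to DMSO above a set limit, near the screen mean plus 3 SD, cut at about 150% in these data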;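 further: ratio of well median GFP fluorescence to mean of DMSO wells on the plate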
# MEP2 TOR yeast: modulators of MEP2-GFP levels in yeast, primary screen, S. cerevisiae, multiplex flow cytometry, MLPCN library | S. cerevisiae MEP2-GFP strain, 3 h; 100% = DMSO control level | GFP response vs DMSO, % at 10 µM | actives 0.51% (n = 330,000) | AID 2016, 2009;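 active means GFP response versus DMSO above a set limit, roughly screen mean plus 3 SD, cut at about 180% in these data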;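 further: median GFP fluorescence of the barcode-gated MEP2-GFP cells per well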
# Yeast superoxide: reduction of superoxide in aged yeast, primary screen, HTS | S. cerevisiae aged cells, superoxide DHE fluorescence; stronger effect = lower value | superoxide response (% of plate mean), % at 10 µM | actives 0.18% (n = 330,000) | AID 2690, 2010;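 active means superoxide response under a set limit, about three screen SD below normal, cut at about 65% in these data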;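 further: yeast aged for seven days with compound at 30 °C before DHE staining; 100% = average MFI of all compound-treated wells on the plate with controls excluded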
# VLA-4 inh: inhibition in human VLA-4 binding assay, primary screen, VLA-4 allosteric modulator project, MLPCN library, flow cytometry, VLA-4 expressing cells | Integrin alpha-4 (Homo sapiens), P13612 | ligand binding flow cytometry | inhibition, % (about 7 µM as worked out from the volumes in the protocol) | actives 0.2% (n = 330,000); in the data active means inhibition above about 50%
# Target sequence (P13612 whole entry, looked up): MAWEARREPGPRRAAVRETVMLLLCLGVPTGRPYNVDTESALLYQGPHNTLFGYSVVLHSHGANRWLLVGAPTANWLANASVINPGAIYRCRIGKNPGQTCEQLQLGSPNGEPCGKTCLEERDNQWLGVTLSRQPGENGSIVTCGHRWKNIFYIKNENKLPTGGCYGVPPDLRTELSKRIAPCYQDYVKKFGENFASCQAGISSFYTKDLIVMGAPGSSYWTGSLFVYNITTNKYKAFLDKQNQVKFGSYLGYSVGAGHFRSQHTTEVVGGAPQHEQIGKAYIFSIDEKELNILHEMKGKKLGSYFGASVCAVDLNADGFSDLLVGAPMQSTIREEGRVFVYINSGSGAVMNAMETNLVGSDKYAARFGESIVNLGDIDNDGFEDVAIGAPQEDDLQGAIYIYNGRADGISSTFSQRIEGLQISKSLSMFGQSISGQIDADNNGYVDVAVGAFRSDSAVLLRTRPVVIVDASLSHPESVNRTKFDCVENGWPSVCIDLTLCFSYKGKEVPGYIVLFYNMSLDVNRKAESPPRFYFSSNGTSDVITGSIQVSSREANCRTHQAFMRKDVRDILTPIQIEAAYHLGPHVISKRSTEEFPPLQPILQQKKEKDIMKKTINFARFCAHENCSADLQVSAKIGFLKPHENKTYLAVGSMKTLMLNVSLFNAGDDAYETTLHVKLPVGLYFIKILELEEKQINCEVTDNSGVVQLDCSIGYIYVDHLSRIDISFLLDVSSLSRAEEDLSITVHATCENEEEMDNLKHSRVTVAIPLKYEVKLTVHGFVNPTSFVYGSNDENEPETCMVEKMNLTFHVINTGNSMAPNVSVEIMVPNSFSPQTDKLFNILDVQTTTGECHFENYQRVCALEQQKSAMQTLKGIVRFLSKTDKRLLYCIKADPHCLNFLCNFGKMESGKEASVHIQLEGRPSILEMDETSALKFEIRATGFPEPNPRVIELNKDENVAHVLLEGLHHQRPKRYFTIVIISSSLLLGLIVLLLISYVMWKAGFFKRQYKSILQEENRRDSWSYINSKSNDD
# RPL19A TOR yeast: RPL19A-GFP expression modulators in yeast, primary screen, cell-based, S. cerevisiae, multiplex flow cytometry, MLPCN | percent response vs DMSO, % at 10 µM | S. cerevisiae RPL19A-GFP strain, 3 h; stronger effect = lower value | AID 2025, 2009 | actives 0.3% (n = 330,000);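 active means percent response vs DMSO below 50%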;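 further: median channel GFP fluorescence of the barcoded RPL19A-GFP strain; ratio of sample median GFP to plate DMSO average so 100% = DMSO; lower means less RPL19A-GFP as with rapamycin TOR inhibition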
# LAP4-GFP MLPCN: modulators of LAP4-GFP expression in yeast, primary screen, S. cerevisiae, multiplex flow cytometry, MLPCN library; 3 h; median GFP as percent of DMSO wells; GFP response vs DMSO, % at 10 µM; actives 0.34% (n = 320,000);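 active means GFP response vs DMSO above a set limit, about the screen mean plus 3 SD, cut at about 150% in these data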
# * hit, by the source's call; nt = not tested or not shown.
# Under each structure – GRK2 inh	CIT2 TOR yeast	MEP2 TOR yeast	Yeast superoxide	LAP4-GFP MLPCN	RPL19A TOR yeast	VLA-4 inh	AGP1 TOR yeast
- COCCCn1c(C)nnc1-c1cnn(-c2ccccc2)c1N
  2	105	106	89	103	107	-5	98
- COc1ccc(CCNC(=O)CN2C(=O)NC(C)(c3ccc([N+](=O)[O-])cc3)C2=O)cc1 (stereo unspecified)
  1	104	109	81	100	108	-1	96
- C[C@H](CO)N1C[C@H](C)[C@@H](CN(C)S(=O)(=O)c2ccc(F)cc2)Oc2ccc(NS(=O)(=O)c3ccc(F)cc3)cc2C1=O
  0	86	90	91	86	95	6	87
- CCCc1nc(SCC(=O)Nc2nnc(SCC)s2)c2c(=O)n(C)c(=O)n(C)c2n1
  0	105	95	106	108	103	-14	94
- O=C(C[C@@H]1C/C=C\CCCC(=O)OC[C@@H]2CCCN2C1=O)N[C@@H](CO)Cc1ccccc1
  0	108	103	90	104	103	6	99
- COc1ccc(/C=N/n2cnnc2SCc2ccccc2)cc1
  1	114	103	98	98	104	0	107
- Cc1ccc(S(=O)(=O)Nc2cccc(NC(=O)CN3CCCCC3)c2)cc1
  0	93	99	100	100	106	23	103
- CCOC(=O)CCNC(C)C1COc2ccccc2O1 (stereo unspecified)
  1	89	97	95	99	95	-10	97
- CCc1ccc(-c2cc(C(=O)O)c3ccccc3n2)s1
  0	107	101	109	92	101	3	96
- CCCCNS(=O)(=O)c1ccc2nc(SCC(=O)Nc3cccc(F)c3)[nH]c2c1
  0	100	103	97	94	97	19	98
- Cc1ccccc1NC(=O)C1C2CCC(O2)C1C(=O)O (stereo unspecified)
  4	87	95	106	86	94	2	88
- CN1CCN(C(=O)CSc2nc(-c3cccs3)ccc2C#N)CC1
  4	93	96	98	93	95	-14	94
- CCS(=O)(=O)c1ccc2c(c1)NC(=O)C(CCCl)O2 (stereo unspecified)
  1	93	97	97	88	96	1	94
- Cc1ccc(-n2c(=O)[nH]c3c(C(N)=O)nc(C(C)C)nc32)cc1
  4	98	108	109	101	100	-2	89
- O=C(N/N=C/c1cccnc1)c1ccc(NC(=O)c2ccc(Cl)cc2)cc1
  0	111	109	99	111	109	-13	115
- Cc1cc(C)c(S(=O)(=O)Cc2ccc(Cl)cc2)c(=O)[nH]1
  1	88	94	104	100	97	7	99
- CCOCCCNCc1ccc(OCc2ccc(F)cc2)c(OC)c1
  0	97	102	108	108	98	4	104
- Cc1ccc(N2CCN(CC(O)COC3CCCCC3)CC2)cc1 (stereo unspecified)
  0	89	99	103	99	99	15	101
- COC(=O)c1ccc(NS(=O)(=O)c2cc3c4c(c2)C(C)C(=O)N4CCC3)cc1 (stereo unspecified)
  3	104	102	98	100	102	11	107
- CCCCN(C(=O)c1cc(=O)[nH]c2ccccc12)c1c(N)n(CCC)c(=O)[nH]c1=O
  1	108	95	88	107	98	-2	99
- Nc1nc(NCCO)nc(NCC2CCCO2)c1[N+](=O)[O-] (stereo unspecified)
  0	95	100	104	85	98	8	99
- O=C(O)c1cc(S(=O)(=O)N2CCCCCC2)ccc1Cl
  0	86	92	90	93	89	7	89
- Cc1cc(Cl)ccc1OCC(=O)Nc1cccc(S(=O)(=O)N2CCCC2)c1
  2	91	97	88	102	100	-3	99
- C/C(N)=C(/C#N)C(=O)COC(=O)CCSc1ccccc1Cl
  0	97	102	103	107	98	7	99
- COc1cccc(C(=O)N/N=C/c2cn[nH]c2-c2ccc(OC)cc2OC)c1
  0	107	119	97	99	91	-8	92
- Fc1ccc(-c2ccc(CNCc3ccccn3)o2)cc1
  0	103	101	96	84	100	3	95
- O=C(NCc1ccccc1)c1cc(S(=O)(=O)N2CCC3(CC2)OCCO3)ccc1F
  0	93	100	99	100	99	6	96
- Cn1cccc1-c1cc(C(=O)N/N=C/c2ccc([N+](=O)[O-])cc2)[nH]n1
  11	102	108	135	93	111	9	99
- O=C(NN=C1CCCCCC1)c1ccncc1
  3	91	100	91	73	111	-19	93
- Cn1nc(C(=O)OCC(=O)NC2CCS(=O)(=O)C2)c2ccccc2c1=O (stereo unspecified)
  0	96	99	119	99	97	-4	99
- CN(/C=C/C(=O)C(F)(F)C(F)(F)F)Cc1ccccc1
  0	nt	106	105	101	101	-10	106
- CCCn1nc(NC(=O)c2cccs2)c2cc3ccccc3nc21
  33	90	94	99	133	77	1	95
- COC(=O)c1ccc(/C=N/NS(=O)(=O)c2cc(C)ccc2C)cc1
  2	102	104	100	99	101	-13	98
- COc1ccc(C(=O)N/N=C/c2ccccc2C(=O)O)cc1OC
  0	106	99	79	101	98	-3	102
- COc1ccc(CN2CCC(N(CCc3ccccc3)Cc3ccccc3)CC2)c(OC)c1
  0	105	103	77	100	101	8	102
- O=C(Nc1nncs1)C1c2ccccc2Oc2ccccc21
  4	107	105	104	107	104	5	108
- CCc1nc2nc(C)c(NS(=O)(=O)c3ccc(Cl)s3)c(=O)n2[nH]1
  1	101	104	105	93	100	10	97
- COCCNC(=S)NCc1cccs1
  0	94	93	95	96	97	-9	95
- COc1ccc(OC)c(S(=O)(=O)N2CCCC2C(=O)NC(C)c2ccccc2)c1 (stereo unspecified)
  5	97	96	114	93	107	-4	101
- O=Cc1c(NC2CCCCC2)c2ccccc2[nH]c1=O
  0	102	103	109	86	103	21	91
- O=C1SCCC1NS(=O)(=O)c1ccc([N+](=O)[O-])cc1 (stereo unspecified)
  2	110	93	111	98	96	-17	95
- O=C(Cn1c(=O)sc2ccccc21)Nc1ccc(S(=O)(=O)N2CCCCC2)cc1
  2	85	93	97	89	91	1	89
- CC1=C/C(=N\Nc2ccccc2[N+](=O)[O-])CC(C)(C)C1
  0	98	105	89	100	105	9	100
- C/C(=N\NC(=O)c1c(Br)c(C)nn1C)c1ccc(NC(=O)c2ccoc2C)cc1
  7	104	106	95	101	106	6	102
- COc1ccc(-c2nn(-c3ccccc3)cc2/C=C/C(=O)OCC(=O)Nc2ccc(C#N)cc2)cc1
  0	88	100	121	91	98	9	90
- CN(C)/C(=N\S(=O)(=O)c1ccccc1)c1ccc(F)cc1
  0	96	104	105	97	100	-37	100
- Cc1cc2ccccc2c(=O)n1CC(=O)NCc1ccco1
  4	nt	94	100	81	94	10	90
- Cc1ccc(-n2cc3c(-c4cccc(Br)c4)nnc(C)c3n2)cc1
  0	84	89	94	113	89	-3	81
- O=C(Nc1nc(-c2ccccc2)cs1)c1cccnc1
  1	91	102	120	119	96	-10	88
- O=C(Nc1ccc2[nH]c(=O)[nH]c2c1)Nc1ccc(F)cc1F
  0	111	115	92	103	111	10	99
- COc1ccc(CN(C)C(=O)Cc2c[nH]c3ccccc23)c(OC)c1OC
  1	96	101	100	92	104	0	101
- Cc1c(C(=O)Nc2ccccc2)sc2nc[nH]c(=O)c12
  2	106	103	96	95	106	4	111
- CC(C)(C)c1ccc(S(=O)(=O)N2CCC(O)(c3ccc(Cl)cc3)CC2)cc1
  0	94	91	89	100	94	-1	93
- Cc1ccc(-c2nc3ccsc3c(=O)o2)cc1
  0	80	92	111	116	89	2	90
- COc1cccc(C(=O)N=c2sc3c(C)ccc(OC)c3n2C)c1
  0	96	109	104	104	101	-31	100
- CC(C)(C)N1C(=O)c2ccccc2NC(=O)N1Cc1ccc(Br)cc1
  3	nt	95	115	91	100	-13	99
- COC(=O)Cn1ccc(N(C)C)c(C#N)c1=O
  0	96	101	97	88	94	-12	102
- CCCCCCOC(=O)NCC(O)c1ccccc1 (stereo unspecified)
  3	95	107	95	109	99	14	100
- Cc1cc(Cl)cc(Cl)c1OCC(=O)NCc1ccco1
  0	106	105	96	116	105	-4	102
- CC(C)(CO)NC(=O)C12CC3CC(CC(Br)(C3)C1)C2
  0	97	99	82	102	100	-3	105

# Molecules listed so far that have a tert-butyl group, in the order listed:
# Under each structure – GRK2 inh	CIT2 TOR yeast	MEP2 TOR yeast	Yeast superoxide	LAP4-GFP MLPCN	RPL19A TOR yeast	VLA-4 inh	AGP1 TOR yeast
- CC(C)(C)c1ccc(S(=O)(=O)N2CCC(O)(c3ccc(Cl)cc3)CC2)cc1
  0	94	91	89	100	94	-1	93
- CC(C)(C)N1C(=O)c2ccccc2NC(=O)N1Cc1ccc(Br)cc1
  3	nt	95	115	91	100	-13	99

# Additional records:
# Under each structure – GRK2 inh	CIT2 TOR yeast	MEP2 TOR yeast	Yeast superoxide	LAP4-GFP MLPCN	RPL19A TOR yeast	VLA-4 inh	AGP1 TOR yeast
- Cc1cc(CNC(=O)c2cccc3c2C(=O)c2ccc(-c4ccc(F)cc4OCc4ccccc4)cc2S3(=O)=O)c(C(F)(F)F)o1
  3	96	98	103	114	95	-5	96
- Cc1cc(-n2c(C)cc(C(=O)CSc3nnnn3-c3ccccc3)c2C)no1
  0	100	101	84	105	99	8	98
- CC(=O)N(C(C)=O)c1c(N2CCCC2)c2ccccc2oc1=O
  1	99	98	94	100	98	-6	101
- O=C(COC(=O)CCOc1ccccc1)Nc1ccc(Cl)cn1
  3	99	102	104	108	100	-2	107
- Cc1csc(SCc2nc3scc(-c4ccccc4)c3c(=O)[nH]2)n1
  0	96	101	117	98	103	-1	91
- Cc1nc2c(C(=O)N3CCN(c4ccccn4)CC3)cnn2c(C)c1Cc1cccc(Cl)c1
  0	109	107	110	107	103	-4	108
- CC(=O)N(c1ccc(C)cc1)C1C=CS(=O)(=O)C1 (stereo unspecified)
  1	103	103	103	98	99	6	104
- O=C(O)CC1S/C(=N\N=C2\C(=O)Nc3ccccc32)N(c2ccc(O)cc2)C1=O (stereo unspecified)
  8	118	114	104	103	109	13	111
- N/C(=N\OC(=O)CCC1CCCC1)c1ccncc1
  3	96	100	100	114	97	0	103
- O=c1ccnc(SCCc2ccc([N+](=O)[O-])cc2)[nH]1
  0	93	96	85	104	94	-6	103
- CCn1c(SCC(=O)c2ccc3c(c2)Cc2ccccc2-3)nnc1-c1ccc(N)cc1
  0	102	106	103	112	98	4	105
- COc1ccccc1Cn1c(CO)nc2ccccc21
  1	109	104	97	107	107	-3	107
- Cc1ccc(NC(=O)C2CC2c2ccccc2)c([N+](=O)[O-])c1 (stereo unspecified)
  0	112	134	110	90	104	-1	91
- COc1ccc(N(C)C(=O)c2cc3c(Cl)nc4ccccc4c3s2)cc1
  2	83	92	110	97	95	-4	91
- COc1cccc2sc(NC(=O)c3ccc(S(=O)(=O)N4CCOCC4)cc3)nc12
  0	99	97	99	96	93	7	104
- COC(=O)c1cc(S(=O)(=O)Nc2cc(OC)cc(OC)c2)cn1C
  0	101	104	99	100	101	-3	103
- CC(C)c1c(C(=O)N/N=C/c2ccncc2)nnn1-c1nonc1N
  4	106	101	97	103	105	-15	103
- c1ccc2c(c1)ncn2CCCOc1ccc2c(c1)CCC2
  2	90	121	100	106	96	43	95
- CC1S/C(=N/N=C/c2cccc([N+](=O)[O-])c2)NC1=O (stereo unspecified)
  2	89	95	132	100	98	3	96
- CCN1CCN(c2oc(COc3ccc(-c4ccccc4)cc3)nc2C#N)CC1
  0	98	101	100	97	100	0	96
- Nc1ncnc(Nc2c(F)cccc2F)n1
  0	100	103	102	102	98	-3	102
- Cc1cc(Oc2ccc(N)cn2)cc(C)c1Cl
  3	96	98	105	119	96	10	97
